Screening results as filed in PubChem BioAssay.
BioA inh: blocks M. tuberculosis BioA enzyme activity | purified M. tuberculosis BioA enzyme, plate reader | inhibition, % at 9.99 µM | 360,000 tested, 0.096% active; in the data active means inhibition above about 40%
Numbers without * were called inactive. An excerpt; the hit share may differ from the screen's.

COc1ccc(CN2C[C@H](C)[C@H](OC)CN(C)C(=O)c3cc(NC(=O)c4nc5ccccc5s4)ccc3OC[C@@H]2C)cc1
  BioA inh: 0.0
C[C@H](CO)N1C[C@H](C)[C@H](CN(C)C(=O)c2cccc(F)c2)Oc2cc(C#CC3CC3)ccc2S1(=O)=O
  BioA inh: -3.5
Cc1noc(C)c1S(=O)(=O)Nc1ccc2c(c1)C(=O)N([C@@H](C)CO)C[C@@H](C)[C@H](CN(C)C(=O)NC1CCCCC1)O2
  BioA inh: 1.5
COc1ccc(S(=O)(=O)Nc2ccc3c(c2)CC(=O)N([C@@H](C)CO)C[C@H](C)[C@H](CN(C)C(=O)Nc2ccc(C(F)(F)F)cc2)O3)cc1
  BioA inh: 0.7
C[C@@H]1CCCCO[C@H](CN(C)Cc2ccncc2)[C@H](C)CN([C@H](C)CO)C(=O)c2cc(NC(=O)c3ccccc3)ccc2O1
  BioA inh: -0.4
CN1C(=O)c2cc(NC(=O)C3CCOCC3)ccc2OC[C@@H]2O[C@@H](CC(=O)NCc3ccccc3F)CC[C@H]21
  BioA inh: -1.1
C[C@@H]1CCCCO[C@@H](CN(C)Cc2ccc3c(c2)OCO3)[C@H](C)CN([C@H](C)CO)C(=O)c2cc(NC(=O)Nc3cccc4ccccc34)ccc2O1
  BioA inh: 3.4
CCS(=O)(=O)Nc1ccc2c(c1)C(=O)N(C)C[C@@H](OC)[C@H](C)CN[C@H](C)CO2
  BioA inh: -2.9
CCC(=O)N(C)C[C@@H]1Oc2ncc(C#C[C@H](C)O)cc2C(=O)N([C@H](C)CO)C[C@@H]1C
  BioA inh: 1.1
COC(=O)C[C@@H]1CC[C@H]2[C@@H](COC[C@@H](O)CN2CCC(F)(F)F)O1
  BioA inh: -2.2
CCCNC(=O)N(C)C[C@H]1Oc2ncc(-c3cccc(C#N)c3)cc2C(=O)N([C@@H](C)CO)C[C@H]1C
  BioA inh: -3.4
CC(C)C#Cc1ccc([C@H]2[C@@H](C#N)N(C(=O)C3CCC3)[C@H]2CO)cc1
  BioA inh: 0.4
CC(=O)N1[C@H](CO)[C@@H](c2ccccc2)[C@@H]1CN(CC1CCC1)C(=O)CN(C)C
  BioA inh: -1.5
C[C@@H]1CN([C@@H](C)CO)C(=O)c2cc(NC(=O)Cc3ccccc3)ccc2O[C@@H]1CN(C)C(=O)Nc1ccc(F)cc1
  BioA inh: -0.3
CCC(=O)Nc1ccc2c(c1)OC[C@H](C)N(Cc1cccc(F)c1)C[C@H](C)[C@@H](OC)CN(C)C2=O
  BioA inh: -1.2
C[C@H](CO)N1C[C@H](C)[C@@H](CN(C)C)Oc2cc(C#CC(C)(C)O)ccc2S1(=O)=O
  BioA inh: -1.0
CO[C@@H]1CN(C)C(=O)c2cc(NC(=O)NC(C)C)ccc2OC[C@@H](C)N(C(=O)C2CCC2)C[C@@H]1C
  BioA inh: 0.2
O=c1n(-c2ccccc2)c(=O)n2n1CC(COc1ccccc1)=C1[C@@H](c3ccccc3)OB(O)C[C@@H]12
  BioA inh: 2.3
C[C@H](CO)N1C[C@H](C)[C@H](CN(C)C(=O)Cc2ccccc2)OCCCC[C@H](C)Oc2ccc(NS(=O)(=O)c3ccc(Cl)cc3)cc2C1=O
  BioA inh: -2.6
C[C@H](CO)N1C[C@H](C)[C@H](CN(C)Cc2ccncc2)Oc2ncc(C#CC3CCCCC3)cc2C1=O
  BioA inh: -0.2
COc1ccc(S(=O)(=O)Nc2cccc3c2O[C@@H](CN(C)C(=O)Nc2ccc(F)cc2)[C@H](C)CN([C@H](C)CO)C3=O)cc1
  BioA inh: -1.9
C[C@@H]1CN([C@@H](C)CO)C(=O)Cc2cc(NC(=O)C3CCCCC3)ccc2O[C@@H]1CN(C)Cc1ccc(Cl)c(Cl)c1
  BioA inh: -0.1
COc1ccc(NC(=O)N[C@@H]2CC[C@H](CCNC(=O)Cc3ccncc3)O[C@H]2CO)cc1
  BioA inh: -1.2
C[C@H]1CN([C@@H](C)CO)C(=O)c2cc(NC(=O)Nc3ccc(C(F)(F)F)cc3)ccc2O[C@@H]1CN(C)C(=O)NC1CCCCC1
  BioA inh: -3.0
CNC[C@@H]1OCCCC[C@H](C)Oc2ccc(NC(=O)NC(C)C)cc2C(=O)N([C@@H](C)CO)C[C@@H]1C
  BioA inh: -2.2

CCC(=O)Nc1ccc2c(c1)C(=O)N(C)[C@@H]1CC[C@@H](CC(=O)NCC3CCCCC3)O[C@H]1CO2
  BioA inh: -2.1
C[C@@H]1CN([C@@H](C)CO)C(=O)c2cc(C3=CCCCC3)cnc2O[C@@H]1CN(C)C(=O)c1ccccc1
  BioA inh: 1.9
C[C@H]1CN([C@@H](C)CO)C(=O)c2cc(C#CCN(C)C)cnc2O[C@H]1CN(C)S(C)(=O)=O
  BioA inh: -0.3
C[C@H]1CN([C@@H](C)CO)C(=O)Cc2cc(NS(=O)(=O)c3ccccc3)ccc2O[C@@H]1CN(C)S(=O)(=O)c1ccccc1
  BioA inh: 0.2
C[C@H]1CN([C@@H](C)CO)C(=O)c2cc(NC(=O)Cn3cnnn3)ccc2O[C@@H]1CN(C)Cc1ccc2c(c1)OCO2
  BioA inh: -0.7
C[C@H](CO)N1C[C@H](C)[C@H](CN(C)C(=O)C2CC2)Oc2ncc(-c3ccc(C(=O)N(C)C)cc3)cc2C1=O
  BioA inh: 0.6
C[C@H](CO)N1C[C@H](C)[C@@H](CN(C)Cc2ccc(C(F)(F)F)cc2)Oc2c(NC(=O)C3CC3)cccc2C1=O
  BioA inh: 0.1
CC=Cc1ccc2n(c1=O)C[C@H]1[C@H](CO)[C@@H](C(=O)NCC3CC3)[C@@H]2N1C(=O)CC (mixture of isomers)
  BioA inh: -2.5
O=C(C[C@@H]1CC[C@H](NC(=O)Nc2ccc3c(c2)OCO3)[C@@H](CO)O1)NCc1ccc2c(c1)OCO2
  BioA inh: -2.7
O=C(C[C@H]1CC[C@@H]2NC[C@H](O)COC[C@H]2O1)NCc1ccc2c(c1)OCO2
  BioA inh: 0.5
CN(C)CC(=O)N1[C@@H](C#N)[C@@H](c2ccc(-c3ccccc3F)cc2)[C@@H]1CO
  BioA inh: 0.0
C[C@H](CO)N1C[C@H](C)[C@H](CN(C)S(=O)(=O)c2ccccc2F)Oc2cc(C#Cc3ccccc3)ccc2S1(=O)=O
  BioA inh: -2.6
N#C[C@@H]1[C@@H](c2ccc(C#Cc3ccc(F)cc3)cc2)[C@H](CO)N1C(=O)C1CCCC1
  BioA inh: -0.9
C[C@H]1CN([C@@H](C)CO)C(=O)Cc2cc(NC(=O)Nc3cccc4ccccc34)ccc2O[C@H]1CN(C)C(=O)Nc1ccccc1
  BioA inh: -0.8
C[C@@H]1CN([C@H](C)CO)C(=O)Cc2cc(NC(=O)Nc3ccc(C(F)(F)F)cc3)ccc2O[C@H]1CN(C)C(=O)Nc1ccccc1
  BioA inh: 0.9
CC(C)C(=O)Nc1ccc2c(c1)C(=O)N(C)[C@H]1CC[C@H](CC(=O)NCc3cccc(F)c3)O[C@H]1CO2
  BioA inh: -4.6
C[C@@H]1CN([C@@H](C)CO)C(=O)Cc2cc(NC(=O)Nc3ccccc3)ccc2O[C@@H]1CN(C)S(=O)(=O)c1cn(C)cn1
  BioA inh: -3.2
COCC(=O)N1[C@H](C#N)[C@H](c2ccc(C3=CCCCC3)cc2)[C@@H]1CO
  BioA inh: -1.0
C[C@@H]1CN([C@@H](C)CO)C(=O)c2cc(NC(=O)NC3CCCCC3)ccc2O[C@@H](C)CCCCO[C@H]1CN(C)C(=O)CCCN(C)C
  BioA inh: 3.2
C[C@H](CO)N1C[C@H](C)[C@H](CN(C)S(=O)(=O)c2cccs2)OCCCC[C@H](C)Oc2ccc(NC(=O)c3ccncc3)cc2C1=O
  BioA inh: -1.7
CCCNC(=O)[C@H]1[C@H](CO)[C@H]2Cn3c(ccc(-c4cccnc4)c3=O)[C@H]2N1CCC
  BioA inh: 5.3
CS(=O)(=O)Nc1ccc2c(c1)[C@@H]1C[C@@H](CC(=O)NCC3CC3)O[C@H](CO)[C@@H]1O2
  BioA inh: -2.9
CC(C)NC(=O)N(C)C[C@H]1Oc2ccc(NS(=O)(=O)c3cccs3)cc2CC(=O)N([C@H](C)CO)C[C@@H]1C
  BioA inh: 0.1
CN1C(=O)c2cc(NC(=O)Nc3ccc(Cl)cc3)ccc2OC[C@H]2O[C@H](CC(=O)NCCN3CCCCC3)CC[C@@H]21
  BioA inh: 1.2
CN(C)CC(=O)Nc1ccc2c(c1)[C@@H]1C[C@@H](CC(=O)NCc3ccc4c(c3)OCO4)O[C@@H](CO)[C@@H]1O2
  BioA inh: 0.2

Ordered by molecular weight (ascending): three of the compounds above
O=C(C[C@H]1CC[C@@H]2NC[C@H](O)COC[C@H]2O1)NCc1ccc2c(c1)OCO2
  BioA inh: 0.5
CCCNC(=O)[C@H]1[C@H](CO)[C@H]2Cn3c(ccc(-c4cccnc4)c3=O)[C@H]2N1CCC
  BioA inh: 5.3
C[C@H]1CN([C@@H](C)CO)C(=O)c2cc(C#CCN(C)C)cnc2O[C@H]1CN(C)S(C)(=O)=O
  BioA inh: -0.3

Rewritten tab-delimited: entries from further up
structure	BioA inh
COc1ccc(S(=O)(=O)Nc2ccc3c(c2)CC(=O)N([C@@H](C)CO)C[C@H](C)[C@H](CN(C)C(=O)Nc2ccc(C(F)(F)F)cc2)O3)cc1	0.7
C[C@@H]1CCCCO[C@H](CN(C)Cc2ccncc2)[C@H](C)CN([C@H](C)CO)C(=O)c2cc(NC(=O)c3ccccc3)ccc2O1	-0.4

Going on with the list.
Cc1noc(C)c1S(=O)(=O)Nc1ccc2c(c1)CC(=O)N([C@H](C)CO)C[C@@H](C)[C@@H](CN(C)CC1CC1)O2
  BioA inh: -0.4
Cc1ccccc1-c1cnc2c(c1)C(=O)N([C@H](C)CO)C[C@H](C)[C@@H](CN(C)C(=O)c1ccc(F)cc1)O2
  BioA inh: 0.7
Cc1noc(C)c1S(=O)(=O)N(C)C[C@H]1OCCCC[C@H](C)Oc2ccc(NS(=O)(=O)c3cccs3)cc2C(=O)N([C@H](C)CO)C[C@H]1C
  BioA inh: -0.1
C[C@@H]1CN([C@@H](C)CO)C(=O)c2cc(C#CC3CCCC3)cnc2O[C@H]1CN(C)C(=O)c1ccncc1
  BioA inh: 2.3
O=C(CN1CCOCC1)NCC[C@@H]1CC[C@@H](NC(=O)Cc2ccccn2)[C@H](CO)O1
  BioA inh: -1.9
COc1ccc(CN(C)C[C@@H]2OCCCC[C@@H](C)Oc3ccc(NC(=O)Nc4ccc(OC)cc4)cc3C(=O)N([C@@H](C)CO)C[C@H]2C)cc1
  BioA inh: -0.3
C[C@@H]1CN([C@@H](C)CO)C(=O)c2cc(C#CC3CCCCC3)cnc2O[C@H]1CN(C)C(=O)Nc1ccccc1
  BioA inh: 2.7
C[C@@H]1CN([C@@H](C)CO)C(=O)c2cccc(NC(=O)Nc3cccc4ccccc34)c2O[C@H]1CN(C)C(=O)Nc1cccc2ccccc12
  BioA inh: -3.1
CC(C)NC(=O)N(C)C[C@@H]1Oc2c(NC(=O)C3CCCCC3)cccc2C(=O)N([C@H](C)CO)C[C@H]1C
  BioA inh: -1.8
CCCNC(=O)N[C@@H]1CC[C@H](CC(=O)NC2CCCCC2)O[C@H]1CO
  BioA inh: -3.0
CO[C@H]1CN(C)C(=O)c2ccc(NC(=O)C3CC3)cc2OC[C@@H](C)N(C(=O)c2ccccc2)C[C@@H]1C
  BioA inh: 0.3
Cc1ccc(S(=O)(=O)N(C)C[C@H]2Oc3cc(C#CC4CCCC4)ccc3S(=O)(=O)N([C@H](C)CO)C[C@@H]2C)cc1
  BioA inh: -2.0
C[C@H]1CN([C@@H](C)CO)C(=O)c2cccc(NC(=O)C3CCOCC3)c2O[C@@H]1CN(C)Cc1ccc(Oc2ccccc2)cc1
  BioA inh: -1.7
CC(C)c1cn(CC[C@H]2CC[C@@H](NC(=O)c3cccc(F)c3)[C@H](CO)O2)nn1
  BioA inh: 1.7
CC(C)NC(=O)Nc1ccc2c(c1)CC(=O)N([C@H](C)CO)C[C@@H](C)[C@H](CN(C)C(=O)Nc1ccc(C(F)(F)F)cc1)O2
  BioA inh: 0.1
O=C(Cc1cccnc1)N1CCCCN2[C@H](C1)[C@H](c1ccc(C#CC3CC3)cc1)[C@@H]2CO
  BioA inh: 0.3
C[C@H](CO)N1C[C@H](C)[C@@H](CN(C)Cc2ccc(C(=O)Nc3ccccc3N)cc2)Oc2ccc(NC(=O)CCN3CCOCC3)cc2CC1=O
  BioA inh: -6.2
COCC(=O)Nc1ccc2c(c1)[C@@H]1C[C@@H](CC(=O)NCc3ccc(Cl)cc3)O[C@@H](CO)[C@@H]1O2
  BioA inh: 0.8
O=C(Nc1ccc2c(c1)[C@@H]1C[C@@H](CC(=O)N3CCCCC3)O[C@H](CO)[C@@H]1O2)NC1CCCC1
  BioA inh: -0.6
Cc1ccc(S(=O)(=O)Nc2ccc3c(c2)CC(=O)N([C@H](C)CO)C[C@@H](C)[C@@H](CN(C)Cc2ccc4c(c2)OCO4)O3)cc1
  BioA inh: -0.8
N#C[C@H]1[C@H](c2ccc(C#Cc3cccc(F)c3)cc2)[C@@H](CO)N1C(=O)C1CCC1
  BioA inh: 1.8
CO[C@H](CN(C)C(=O)C1CCOCC1)[C@H](C)CN(C(=O)Nc1ccc(F)cc1)[C@@H](C)CO
  BioA inh: 0.5
CO[C@@H]1CN(C)C(=O)c2cc(NC(=O)c3nc4ccccc4s3)ccc2OC[C@@H](C)NC[C@@H]1C
  BioA inh: -1.7
O=C1C[C@@](C(=O)NCCN2CCOCC2)(c2ccc([N+](=O)[O-])cc2)[C@@H](c2ccc(CO)cc2I)N1CC12CC3CC(CC(C3)C1)C2
  BioA inh: 0.7
O=S(=O)(c1cccs1)N1CCCCN2[C@H](C1)[C@@H](c1ccc(/C=C/c3ccccc3)cc1)[C@@H]2CO
  BioA inh: -2.4

Cc1noc(C)c1NC(=O)N(C)C[C@H]1Oc2ccc(NS(=O)(=O)c3cn(C)cn3)cc2CC(=O)N([C@H](C)CO)C[C@@H]1C
  BioA inh: 0.7
C[C@@H]1CN([C@H](C)CO)C(=O)c2cccc(NC(=O)Nc3ccc(F)cc3)c2O[C@H]1CN(C)CC1CC1
  BioA inh: 3.1
O=C(C[C@@H]1C[C@H]2c3cc(NC(=O)C4CCOCC4)ccc3O[C@H]2[C@H](CO)O1)NCC(F)(F)F
  BioA inh: -0.9
COc1cccc(-c2cnc3c(c2)C(=O)N([C@H](C)CO)C[C@@H](C)[C@@H](CN(C)C(=O)CC2CC2)O3)c1
  BioA inh: 0.3
